Pf apPOL block – Pf-apPOL DNA polymerase inhibition | Recombinant Pf-apPOL, molecular beacon fluorescence, 1.5 h | inhibition, % at 10 µM | 210,000 tested, 0.25% active | AID 1794808
mHTT CaM bind – mHTT-calmodulin interaction abrogation | AlphaScreen His-mHTT/GST-CaM binding, luminescence | inhibition, % at 15 µM | P42858 | 190,000 tested, 3.6% active | AID 1671202;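 also: 0% = both proteins with DMSO and 100% = one protein alone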
Target sequence (P42858 whole entry, looked up, stated change not applied): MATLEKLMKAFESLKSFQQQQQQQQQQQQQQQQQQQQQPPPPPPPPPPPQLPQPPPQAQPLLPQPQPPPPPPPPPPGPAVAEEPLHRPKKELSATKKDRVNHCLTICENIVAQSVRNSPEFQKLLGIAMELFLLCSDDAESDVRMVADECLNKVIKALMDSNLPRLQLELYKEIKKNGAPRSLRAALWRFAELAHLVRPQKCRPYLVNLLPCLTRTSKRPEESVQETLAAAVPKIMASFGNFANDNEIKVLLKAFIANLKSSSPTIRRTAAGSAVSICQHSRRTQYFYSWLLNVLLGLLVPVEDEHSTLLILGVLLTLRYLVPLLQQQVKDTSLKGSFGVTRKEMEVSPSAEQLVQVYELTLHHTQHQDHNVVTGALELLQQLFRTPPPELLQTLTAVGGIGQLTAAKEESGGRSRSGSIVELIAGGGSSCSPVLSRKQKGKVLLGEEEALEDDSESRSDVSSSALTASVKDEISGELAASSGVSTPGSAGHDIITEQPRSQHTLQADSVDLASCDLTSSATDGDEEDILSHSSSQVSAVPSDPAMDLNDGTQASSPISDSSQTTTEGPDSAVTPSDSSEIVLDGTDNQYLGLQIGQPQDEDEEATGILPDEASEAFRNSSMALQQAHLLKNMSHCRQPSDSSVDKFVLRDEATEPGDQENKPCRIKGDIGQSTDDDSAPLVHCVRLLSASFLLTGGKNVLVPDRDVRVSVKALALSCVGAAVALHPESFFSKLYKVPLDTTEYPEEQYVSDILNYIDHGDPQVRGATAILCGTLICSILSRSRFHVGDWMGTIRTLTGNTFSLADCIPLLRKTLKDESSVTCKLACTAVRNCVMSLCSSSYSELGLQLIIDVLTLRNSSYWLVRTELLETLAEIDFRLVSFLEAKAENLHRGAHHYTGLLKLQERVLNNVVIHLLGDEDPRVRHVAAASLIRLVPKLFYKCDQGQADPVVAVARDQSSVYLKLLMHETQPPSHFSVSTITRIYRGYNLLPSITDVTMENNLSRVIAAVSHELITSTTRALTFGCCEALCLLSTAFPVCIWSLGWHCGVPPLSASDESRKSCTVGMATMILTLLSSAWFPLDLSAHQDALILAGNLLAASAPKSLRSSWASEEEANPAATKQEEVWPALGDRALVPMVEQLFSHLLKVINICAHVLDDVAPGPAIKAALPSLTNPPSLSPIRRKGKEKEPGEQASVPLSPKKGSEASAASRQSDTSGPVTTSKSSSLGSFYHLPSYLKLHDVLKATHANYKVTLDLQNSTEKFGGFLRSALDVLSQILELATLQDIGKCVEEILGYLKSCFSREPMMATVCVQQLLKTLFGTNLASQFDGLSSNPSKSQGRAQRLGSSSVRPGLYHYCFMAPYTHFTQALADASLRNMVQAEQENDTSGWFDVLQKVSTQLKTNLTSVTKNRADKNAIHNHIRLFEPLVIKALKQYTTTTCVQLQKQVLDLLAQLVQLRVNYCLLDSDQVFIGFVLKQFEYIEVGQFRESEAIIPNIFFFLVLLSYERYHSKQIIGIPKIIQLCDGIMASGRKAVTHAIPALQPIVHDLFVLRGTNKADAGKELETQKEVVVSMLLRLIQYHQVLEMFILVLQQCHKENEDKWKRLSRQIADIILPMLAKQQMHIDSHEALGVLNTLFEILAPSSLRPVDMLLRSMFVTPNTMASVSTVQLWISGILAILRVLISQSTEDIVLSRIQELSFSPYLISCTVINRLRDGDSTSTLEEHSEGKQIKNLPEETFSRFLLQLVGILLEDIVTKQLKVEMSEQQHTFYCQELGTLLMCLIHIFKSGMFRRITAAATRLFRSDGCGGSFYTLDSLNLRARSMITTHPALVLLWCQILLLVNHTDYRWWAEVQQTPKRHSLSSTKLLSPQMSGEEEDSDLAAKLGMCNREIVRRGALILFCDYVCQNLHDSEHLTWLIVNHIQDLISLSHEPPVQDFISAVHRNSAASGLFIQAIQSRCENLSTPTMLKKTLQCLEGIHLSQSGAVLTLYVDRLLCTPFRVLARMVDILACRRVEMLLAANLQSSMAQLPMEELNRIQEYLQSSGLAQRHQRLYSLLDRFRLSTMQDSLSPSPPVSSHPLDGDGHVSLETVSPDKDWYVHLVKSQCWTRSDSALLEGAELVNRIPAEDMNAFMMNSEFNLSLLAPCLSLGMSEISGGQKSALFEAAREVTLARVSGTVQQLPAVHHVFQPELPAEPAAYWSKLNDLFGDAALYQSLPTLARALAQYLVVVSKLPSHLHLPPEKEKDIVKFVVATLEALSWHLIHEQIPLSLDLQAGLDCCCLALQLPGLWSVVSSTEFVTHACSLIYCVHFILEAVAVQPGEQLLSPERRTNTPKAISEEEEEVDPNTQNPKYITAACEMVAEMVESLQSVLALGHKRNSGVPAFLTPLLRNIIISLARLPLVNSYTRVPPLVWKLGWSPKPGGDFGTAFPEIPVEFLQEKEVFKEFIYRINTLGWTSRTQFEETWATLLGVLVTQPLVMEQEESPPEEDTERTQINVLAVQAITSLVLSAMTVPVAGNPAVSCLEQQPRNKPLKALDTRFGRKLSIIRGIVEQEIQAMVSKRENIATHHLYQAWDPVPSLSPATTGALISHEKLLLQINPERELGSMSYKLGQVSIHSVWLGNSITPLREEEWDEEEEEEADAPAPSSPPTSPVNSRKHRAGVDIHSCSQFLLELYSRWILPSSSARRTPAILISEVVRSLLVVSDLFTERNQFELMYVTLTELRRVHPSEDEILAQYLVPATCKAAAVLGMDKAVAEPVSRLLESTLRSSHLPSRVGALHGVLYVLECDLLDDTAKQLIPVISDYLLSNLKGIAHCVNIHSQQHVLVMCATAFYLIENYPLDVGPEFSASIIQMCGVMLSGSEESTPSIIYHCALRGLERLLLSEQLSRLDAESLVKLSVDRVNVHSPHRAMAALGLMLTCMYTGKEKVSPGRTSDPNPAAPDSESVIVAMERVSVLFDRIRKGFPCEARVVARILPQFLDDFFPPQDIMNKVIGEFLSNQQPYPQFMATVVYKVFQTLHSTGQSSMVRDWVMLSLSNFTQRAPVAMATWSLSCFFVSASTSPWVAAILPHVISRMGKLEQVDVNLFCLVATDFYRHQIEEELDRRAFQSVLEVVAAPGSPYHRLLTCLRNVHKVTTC
An asterisk follows results filed as active; . = no result given; & = joins results of further samples. Rule as the data show it: active = inhibition above about 50%; inactive = the rest.

SMILES | Pf apPOL block | mHTT CaM bind
Cc1nc(NCCNC(=O)Nc2cccc(C)c2C)cc(N2CCCC2)n1 | -3 | -9
CC(CC#CCN1CCCCC1)OC(C)(C)C (stereo not given) | -4 | 9
O=C(COc1ccccc1)N1CCC(n2c(C3CCCC3)nc3cccnc32)C1 (stereo not given) | 0 | 11
O=C(NC1CCCC1)c1cncc(N2CCCC2)c1 | -2 | 2
Cc1[nH]nc2c1C(C(C)c1ccccc1)C(C#N)=C(N)O2 (stereo not given) | 1 | -5
O=C(Cc1ccccc1)N1CCN(c2ccccn2)CC1 | -4 | 2
Cc1cccc(C)c1NC(=O)C12CC3CC(CC(C3)C1)C2 | -2 | -1
Cc1nc(NCc2ccc(F)cc2)c2c(C)c(C)sc2n1 | -2 | 8
CC(=O)Nc1ccc(-c2noc(C3CCCN(C(=O)c4ccc(F)cc4)C3)n2)cc1 (stereo not given) | -3 | -2
COc1ccc(C2CC(=O)C3=C(C2)Nc2ccccc2NC3c2ccccc2Cl)cc1OC (stereo not given) | 0 | 15
Cc1ccc(CC(=O)Nc2cnc(N3CCCCC3)nc2)cc1 | -3 | -4
O=C(CCC1CCCC1)Nc1ccc(Cl)cn1 | -3 | 3
COc1cccc(NC(=O)Cn2c(=O)n(-c3cccc(C(F)(F)F)c3)c(=O)c3sccc32)c1 | 5 | 11
Cc1ccc2nc3c(c(C(=O)NC4CC4)c2c1)CCC3 | -1 | 13
O=C(NCc1ccc2c(c1)OCO2)c1csc2c1CCCC2 | -7 | -9
COc1ccc(CC(=O)NC2CCCC2)cc1 | -1 | 3
O=C(Nc1ccc(OC(F)(F)F)cc1)OCc1ccc(C#Cc2ccccc2)s1 | -5 | .
Cc1csc(-c2cc3ccc(OC(=O)C(C)(C)C)cc3oc2=O)n1 | -5 | -3
Cn1nc(-c2nc(-c3cccc(F)c3)no2)c2c1CCN(C(=O)c1ccc(Cl)cc1)C2 | -2 | 2
COc1ccc2nc(NC(=O)Cc3nn(C)c(=O)c4ccccc34)sc2c1 | -4 | 33

The list goes on; it opens with the 2 that closed the last part.
SMILES | Pf apPOL block | mHTT CaM bind
Cn1nc(-c2nc(-c3cccc(F)c3)no2)c2c1CCN(C(=O)c1ccc(Cl)cc1)C2 | -2 | 2
COc1ccc2nc(NC(=O)Cc3nn(C)c(=O)c4ccccc34)sc2c1 | -4 | 33
O=S(=O)(NCCc1ccc(F)cc1)c1ccc(F)cc1Br | -4 | -23
CCn1c(=O)cc(C(C)C)c2ccc(OCC(=O)N3CCCCC3)cc21 | -7 | 19
CC(C)(C)NCC(O)COC(C)(C)C (stereo not given) | -10 | -10
Cc1ccc(C(=O)Nc2ccc(C(=O)NCCNC(=O)c3sc(C)nc3C)cc2)cc1 | -6 | -9
COc1ccccc1C1C(C#N)=C(N)Oc2n[nH]c(C(F)(F)F)c21 (stereo not given) | -3 | -3
CC(C)c1cc(C2CCCN2C(=O)c2ccccc2F)on1 (stereo not given) | 10 | -6
COc1ccc(NC(=O)C(c2cc3c(cc2[N+](=O)[O-])OCO3)N2CCC3(CC2)OCCO3)cc1 (stereo not given) | -4 | 22
CC(C)CC(=O)N1CCN(c2nc(CN3CCOCC3)cs2)CC1 | -3 | -4
Cc1ccc2oc(-c3cc(NC(=O)c4ccc([N+](=O)[O-])o4)ccc3O)nc2c1 | -2 | -1
COc1cccc(C=C2Oc3c(CN4CCCC4)c(O)cc(C)c3C2=O)c1OC | -11 | 1

A stretch of the results above, for reference:
SMILES | Pf apPOL block | mHTT CaM bind
O=C(NCc1ccc2c(c1)OCO2)c1csc2c1CCCC2 | -7 | -9
COc1ccc(CC(=O)NC2CCCC2)cc1 | -1 | 3
O=C(Nc1ccc(OC(F)(F)F)cc1)OCc1ccc(C#Cc2ccccc2)s1 | -5 | .
Cc1csc(-c2cc3ccc(OC(=O)C(C)(C)C)cc3oc2=O)n1 | -5 | -3
Cn1nc(-c2nc(-c3cccc(F)c3)no2)c2c1CCN(C(=O)c1ccc(Cl)cc1)C2 | -2 | 2
COc1ccc2nc(NC(=O)Cc3nn(C)c(=O)c4ccccc34)sc2c1 | -4 | 33
O=S(=O)(NCCc1ccc(F)cc1)c1ccc(F)cc1Br | -4 | -23
CCn1c(=O)cc(C(C)C)c2ccc(OCC(=O)N3CCCCC3)cc21 | -7 | 19
CC(C)(C)NCC(O)COC(C)(C)C (stereo not given) | -10 | -10
Cc1ccc(C(=O)Nc2ccc(C(=O)NCCNC(=O)c3sc(C)nc3C)cc2)cc1 | -6 | -9
COc1ccccc1C1C(C#N)=C(N)Oc2n[nH]c(C(F)(F)F)c21 (stereo not given) | -3 | -3
CC(C)c1cc(C2CCCN2C(=O)c2ccccc2F)on1 (stereo not given) | 10 | -6
COc1ccc(NC(=O)C(c2cc3c(cc2[N+](=O)[O-])OCO3)N2CCC3(CC2)OCCO3)cc1 (stereo not given) | -4 | 22
CC(C)CC(=O)N1CCN(c2nc(CN3CCOCC3)cs2)CC1 | -3 | -4

(cont.)
SMILES | Pf apPOL block | mHTT CaM bind
c1ccc(-c2cn3c4ccccc4nc3n2CCCN2CCOCC2)cc1 | -15 | 22
Cc1ccc(C(O)C#CC(O)(c2ccccc2)c2ccccc2)o1 (stereo not given) | -9 | 58*
O=C(Cc1ccccc1Cl)NCC1CCN(C(=O)c2ccccc2F)CC1 | -11 | -15
O=C(NCc1ccc(Cl)cc1)Nc1c[nH]c2ccccc12 | 5 | 14
CC(C)(C)c1[nH]nc2c1C(c1ccco1)C(C#N)=C(N)O2 (stereo not given) | -1 | 1
Cc1ccc2nc(N3CCOCC3)c(/C=C3\N=C(c4ccccc4)OC3=O)cc2c1 | -2 | 1
CC(C)Oc1ccc(C(=O)N2CCCCC2CCN2CCCCC2)cc1 (stereo not given) | -12 | -3
CC(=O)C(N=Nc1cc2c(c([N+](=O)[O-])c1C)C(C)(C)CC2(C)C)=C(C)O | -6 | .
O=S(=O)(c1cccc(F)c1)N1CCC(Oc2ccc(-n3cnnn3)cc2)CC1 | -14 | 3
COc1ccc(NC(=O)CSc2nc3ccccc3s2)c(OC)c1 | -2 | -7
CCCNC(=O)C1CCN(c2nc3ccsc3c(=O)n2Cc2ccc(F)cc2)CC1 | -3 | 4
Cc1ccc2c(ccc3nc(C)ccc32)n1 | -2 | 1
OC(CN1CCCC1)C12CC3CC(CC(C3)C1)C2 (stereo not given) | 0 | -1
Cc1cc(C)cc(-n2nc3c(c2NC(=O)c2ccccc2[N+](=O)[O-])CSC3)c1 | -8 | 31
COc1ccccc1NC(=O)c1ccco1 | -4 | 1
CC1CCc2cc(F)cc3c(O)c(C(=O)Nc4ncccc4O)c(=O)n1c23 (stereo not given) | -85 | 22
COc1ccccc1N1CCN(CCC(=O)NN)CC1 | 0 | 1
Cc1ccc(C)c(N2CCN(C(=O)C3CCN(c4nnc(-c5ccccc5)o4)CC3)CC2)c1 | -4 | -3
Cc1cccc(C2C3=C(Nc4c2c(=O)n(C)c(=O)n4C)c2ccccc2C3=O)c1 (stereo not given) | -34 | 4
O=C(Nc1sc2c(c1C(=O)N1CCOCC1)CCC2)c1ccccc1Cl | 24 | 1
Cc1cc2cc(-c3ccccc3)cn2c(N2CCOCC2)c1C#N | -6 | -6
Nc1c(C(=O)C23CC4CC(CC(C4)C2)C3)oc2ccccc12 | 1 | 22
COc1cc(C2CC(=O)Nc3n[nH]c(C)c32)ccc1OCc1ccc(F)cc1 (stereo not given) | 0 | -2
Cn1nc(C(=O)NCc2ccccc2)c2c1CCN(C(=O)c1ccc(C#N)cc1)C2 | -2 | 21
Cc1nn(C)c2c(N3CCCC(C(=O)NCc4ccc(Br)cc4)C3)nccc12 (stereo not given) | -4 | 1
COc1cc(OC)c(OC)cc1C=C1Oc2cc(OCC(=O)OC(C)C)ccc2C1=O | -12 | -40
O=C(Nc1ccc2nn(-c3ccccc3)nc2c1)c1cc([N+](=O)[O-])ccc1Cl | -2 | 5
O=C(Nc1ccc(I)cc1Cl)c1ccco1 | -4 | -16
Cc1c(C(=O)NCCSCc2ccccc2)cccc1[N+](=O)[O-] | -7 | -1
NC(CN1CCSCC1)=NOCc1c(F)cccc1Cl | -8&-3 | .
c1ccc(Cc2nc(N3CCOCC3)c3c4c(sc3n2)CCCC4)cc1 | 0 | -34
CCC(=O)Nc1ccc2nc(SCC(=O)Nc3c(CC)cccc3CC)sc2c1 | -6 | -7
CCC(=O)N1CCc2cc(OC)c(OC)cc2C1COc1ccc(C(=O)OC)cc1 (stereo not given) | 3 | 23
CCNc1sc(C(=O)OC)c(N)c1C#N | -11 | .
O=Cc1[nH]c2ccccc2c1Nc1ccc([N+](=O)[O-])cc1 | -2 | 100*
O=C(c1cccc(OCC2CCCN(C(=O)c3ccccc3)C2)c1)N1CCCC1 (stereo not given) | -2 | 4
CC(=O)N/C(=C/c1ccc(Br)s1)C(=O)O | 0 | 1
CCCCN(C)CCNC(=O)c1ccc2c(c1)NC(=O)C(N1CCCC1)S2 (stereo not given) | -14 | -2
CC(=O)NCC(=O)N1CCCC(c2nncn2-c2ccccc2)C1 (stereo not given) | -5 | -8
O=C(Nc1ccc(OCc2ccccc2)cc1)c1ccccc1Br | 1 | -8
O=C(Cc1c[nH]c2ncccc12)NCc1ccc(Cl)cc1 | -3 | -4
CCOc1cc(/C=C2\C(=O)Nc3ccc(Br)cc32)c(Br)cc1OC | 4 | 40
COc1ccc(-n2nc3c(c2NC(=O)c2cccc(C(F)(F)F)c2)CS(=O)(=O)C3)cc1 | -5 | 17
C=CCn1c(SCC(=O)N2CCc3ccccc32)nc2sc(C)cc2c1=O | -6 | 3
Cc1noc(-c2nn(C)c3c2CN(C(=O)c2cccc(F)c2)CC3)n1 | -5 | -6
COc1ccc(-c2csc3c(=O)n(Cc4ccccc4)cnc23)cc1OC | -1 | 0
CN1C(=O)NC(c2cccc(C(F)(F)F)c2)C2=C1CC(C)(C)CC2=O (stereo not given) | -7 | -1
COc1cc(/C=C2\C(=O)NC(=O)N(c3ccc(C)cc3)C2=O)cc([N+](=O)[O-])c1O | 5 | 3
O=C1CC(Nc2ccc(N3CCCCC3)cc2)C(=O)N1c1ccccc1F (stereo not given) | -10 | 29
Cn1c(Cc2ccsc2)nnc1SCC(=O)NNC(=O)c1ccc(Cl)cc1 | -1 | .

Remaining list, next part:
SMILES | Pf apPOL block | mHTT CaM bind
COC(=O)c1ccccc1NC(=O)C12CCC(C1)C(C)(C)C2=O (stereo not given) | -10 | -10
Cc1cc(NC(=O)N2CCn3cccc3C2C(C)C)ccc1Br (stereo not given) | 1 | 99*
O=C(c1ccc(OCC2CCCN(C(=O)c3ccsc3)C2)cc1)N1CCCC1 (stereo not given) | 6 | 6
O=C(Nc1ccc(-c2nc3ncccc3o2)cc1)c1cccc(Cl)c1 | -2&-4 | 2&2
CCOC(=O)C1(C(C)C)Oc2ccccc2C(c2ccc(OC)cc2)=C1C(=O)OC (stereo not given) | 2 | -18
COc1ccc2nc(-c3ccc(NC(=O)c4ccccc4C)cc3)cn2n1 | -2 | 8
Cn1nc(-c2nc(C3CC3)no2)c2c1CCN(C(=O)c1ccncc1)C2 | -3 | 0
O=C(Nc1ccccc1F)C1CCN(c2cc(N3CCCCC3)ncn2)CC1 | 0 | 2
Cc1ccccc1-n1c(C)nnc1SCC(=O)N1CCCC1 | 3 | 0
N#C/C(=C\c1cc2c(cc1Cl)OCO2)C(=O)Nc1ccc(Cl)c([N+](=O)[O-])c1 | 0 | -2
CSc1ccc(CC(=O)Nc2nc3c(F)cc(F)cc3s2)cc1 | -4 | -14
COc1ccc(CNC(=O)C2CCN(c3nnc(-c4ccccc4)o3)CC2)c(OC)c1 | -4 | 4
Fc1ccccc1CN1CCCCCCC1 | -1 | -5
C=CCn1c(=N)n(CC(O)c2ccc(-c3ccccc3)cc2)c2ccccc21 (stereo not given) | 0 | 96*
CCC(=O)N1CCc2c(c(-c3nc(-c4cccc(F)c4)no3)nn2C)C1 | -4 | -5
COc1ccc(-c2nc(NC(=O)c3ccco3)sc2C)cc1OC | 5 | 14
Cc1cc(I)ccc1NC(=O)Cc1ccccc1 | 0 | -3
Cc1ccc(C2C(C#N)=C(N)Oc3nc[nH]c(=O)c32)cc1 (stereo not given) | -1 | -7
O=C1CC2(CCCC2)CC(=O)N1c1ccc(I)cc1F | -6 | .
Cc1ccc(S(=O)(=O)NN=Cc2cccs2)cc1 | -2 | .
CC(C)c1ccc(C(=O)NCCc2nc3ccccc3c(=O)[nH]2)cc1 | 2 | -7
COc1ccc2oc(=O)c(-c3cnc(C)s3)cc2c1 | -2 | -14
CC1(C)OC(=O)C(=CNc2cccc(F)c2)C(=O)O1 | -3 | -2
O=C(CCS(=O)(=O)Cc1cccc(Cl)c1)NCc1cccs1 | -4 | -4
O=S(=O)(c1ccc(Cl)cc1)c1nc(-c2ccco2)oc1N1CCOCC1 | 8 | 18
CCOc1ccc(NC(=O)N2CCc3c(nc(-c4ccc(F)cc4)[nH]c3=O)C2)cc1 | 0 | 2
NC(CCS(=O)(=O)c1ccc(Cl)cc1)=NO | 1 | .
O=C1OC(c2cccc(I)c2)=N/C1=C\c1ccco1 | 1 | 3
COc1ccc(C(=O)Nc2cc(C(F)(F)F)ccc2Cl)cc1OC | -4 | 2
Cc1cc(C2C(C#N)=C(N)N(c3cccc(Cl)c3)C3=C2C(=O)CCC3)c(C)s1 (stereo not given) | 2 | 37
Cc1ccc(-c2nnc(C)c(NCc3ccc(C)o3)n2)cc1 | -8 | 44
CCOC(=O)C1CCN(C(=O)C2CCN(c3nccc(C)n3)CC2)CC1 | -1 | 9
Nc1ccccc1NC(=O)c1ccc(C(F)(F)F)cc1 | 4 | -1
COc1cccc(OCC(O)CN2CCN(c3cc(Cl)ccc3C)CC2)c1 (stereo not given) | 4 | 5
COc1ccc(CC(=O)Nc2c3c(nn2-c2ccc(F)cc2)CS(=O)C3)cc1 (stereo not given) | -3 | 3
Cc1c(C(=O)NCCSCc2cccc(C(F)(F)F)c2)cnn1-c1ccc(Cl)cc1 | -6 | .
O=C(NC(C(=O)O)c1ccccc1)c1cc2ccccc2o1 (stereo not given) | -1 | -11
Cc1cccc(N2C(=O)c3ccc(Oc4cccc([N+](=O)[O-])c4)cc3C2=O)c1 | -1 | 1
COc1ccc(CCNC(=O)c2cc3cc([N+](=O)[O-])ccc3oc2=O)cc1OC | -14 | 1

An excerpt. The share of hits here may be higher or lower than overall.
